From PubChem BioAssay
Yfh1-off respiration: enhancers of respiration in Yfh1-depleted yeast, dose response, Friedreich's ataxia, plus single-dose screen (AID 1465) | S. cerevisiae Yfh1-off respiration, WST-1 reduction, 72 h; higher fold induction means a stronger effect | one-dose fold induction at 50 µM; EC50 in µM for titrated hits | actives 0.074% (n = 220,000);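 active = fold induction of absorbance versus untreated yeast above a set limit, then at least 30% activation at any dose in follow-up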;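 note: activators that raise dye reduction in frataxin-depleted yeast; strong numbers were not always called active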
M1AAP inhibition: malaria alanyl aminopeptidase activity blockers – biochemical, fluorogenic H-Leu-NHMec substrate, 1536-well (AID 1445) | actives 0.42% (n = 220,000) | recombinant M1AAP, H-Leu-NHMec fluorogenic kinetic assay; higher % means a stronger effect | one-dose inhibition, % at 30 µM; IC50 in µM for titrated hits;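 active = primary inhibition above the hit cutoff, then over 50% inhibition at one or more dose response concentrations, cut at about 23% in these data, passing the limit was not always enough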;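 note: plate controls were DMSO full reaction for no effect and no enzyme background for full effect; strong numbers were not always called active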
West Nile antiviral: inhibition of WNV-induced cytopathic effect – cell-based, CPE readout (AID 1621); West Nile virus-infected cells, CPE inhibition; higher % means a stronger effect; one-dose CPE inhibition, % at 10 µM; IC50 in µM for titrated hits; actives 0.02% (n = 290,000); in the data active = a potency from the dose series; note: strong numbers were not always called active
XIAP displacement: small molecules displacing peptide from XIAP – biochemical, IAP family, fluorescence polarization (AID 1018); one-dose displacement, % at 20 µM; IC50 in µM for titrated hits; actives 0.007% (n = 200,000); XIAP BIR domain, fluorescence polarization peptide displacement; higher % means a stronger effect; in the data active = displacement above about 50%; note: a part of the inactive calls stands beside numbers as strong as those of hits
Siah-1 displacement: blockers of Siah-1 interaction with plectin peptide – biochemical, fluorescence polarization, rhodamine-plectin, uHTS, primary screen (AID 1817); Siah-1 / rhodamine-plectin peptide fluorescence polarization; higher % means a stronger effect; one-dose displacement, % at 20 µM; IC50 in µM for titrated hits; actives 0.02% (n = 290,000);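 active = displacement of at least 50% at 20 µM, with a fluorescence ratio check between 0.3 and a set limit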;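 note: plate controls were Siah plus tracer with DMSO for no effect and tracer alone without Siah for full effect; strong numbers were not always called active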
Salmonella PhoP GFP: inhibitors of PhoP regulon expression, primary screen, Salmonella Typhimurium, GFP reporter (AID 1863) | actives 0.16% (n = 300,000) | S. Typhimurium PhoP-regulated promoter GFP reporter, 4 h; higher % means a stronger effect | inhibition, % at 50 µM; hits with a dose series show IC50 in µM;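 active = inhibition over 29.93%, a cutoff 3 SD above the screen mean, later confirmed by dose response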;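 note: 0% = low Mg2+ inducing control and 100% = high Mg2+ repressing control; strong numbers were not always called active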
ER stress rescue: rescue of cells from ER stress-induced death, primary screen, 384-well, CSM14.1, thapsigargin, ATP luminescence (AID 1222); CSM14.1 thapsigargin-induced death rescue, ATP luminescence; higher % means a stronger effect; cellular ATP content (survival), % at 20 µM, or EC50 in µM where a hit was titrated; 190,000 tested, under 10 active;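 active = EC50 below 50 µM in the dose-response confirmation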;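 note: death triggered by thapsigargin at about 15 µM added after 2 h compound pretreatment; cell ATP read after overnight thapsigargin exposure of roughly 18 to 22 hours; normalized against plate controls of thapsigargin alone and 5% DMSO vehicle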
PMI inhibition: human PMI inhibitors, high substrate, primary screen, biochemical, fluorescence intensity, high mannose 6-phosphate (AID 1220); actives 0.66% (n = 190,000); one-dose inhibition, % at 20 µM; IC50 in µM for titrated hits; recombinant PMI enzyme, coupled fluorescence intensity; higher % means a stronger effect; in the data active = inhibition above about 50%
M17LAP inhibition: P. falciparum M17LAP inhibitors, primary screen, biochemical, fluorogenic H-Leu-NHMec substrate, 1536-well (AID 1619); actives 0.38% (n = 220,000); inhibition, % at 30 µM, or IC50 in µM where a hit was titrated; recombinant M17LAP, H-Leu-NHMec fluorogenic kinetic assay; higher % means a stronger effect;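 active = compound inhibiting the enzyme by more than half at any dose during confirmatory dose-response retesting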;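 note: plate controls were full reaction with DMSO carrier for no effect and no enzyme background for full effect; strong numbers were not always called active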
Numbers without * were called inactive; i = inactive; . = not tested or not shown.

SMILES | Yfh1-off respiration | M1AAP inhibition | West Nile antiviral | XIAP displacement | Siah-1 displacement | Salmonella PhoP GFP | ER stress rescue | PMI inhibition | M17LAP inhibition
Cc1ccc(C(=O)c2cc(C)sc2NC(=O)CN2CCN(C(=O)c3ccco3)CC2)cc1 | i | 19% | 1.6% | -3.8% | 2% | -9% | 0.7% | 22% | 6%
Cc1c(Br)c(C(F)(F)F)nn1CC(=O)NCCN1CCOCC1 | i | 6% | 0.0% | -13% | -4% | 4% | -0.8% | 5% | 5%
COc1ccccc1CCC(=O)OCC(=O)Nc1ccc(S(N)(=O)=O)cc1 | i | -3% | 0.4% | -1.5% | -5% | 3% | -0.7% | 9% | 7%
CC(C)CCOc1ccc(NC(=O)C2OC3OC(C)(C)OC3C3OC(C)(C)OC23)cc1 (stereo unspecified) | i | -3% | -0.4% | -4.4% | 8% | 1% | -0.6% | 8% | 4%
CCC(C)NC(=O)c1cc(CC(C)C)on1 (stereo unspecified) | i | 1% | 0.0% | -3.8% | 1% | 4% | . | -6% | -6%
C/C(N)=C(/C#N)C(=O)COC(=O)CCSc1ccccc1Cl | i | -5% | -0.5% | -9.3% | 1% | 18% | 5.9% | 12% | -7%
Cc1ccc(NNS(=O)(=O)c2ccc(C)cc2)cc1 | i | 4% | 0.3% | 0.7% | -1% | 2% | -0.8% | -105% | 10%
O=C(c1ccccc1)N1CCN(Cc2ccccc2C(F)(F)F)CC1 | i | -1% | -0.8% | -4.4% | 3% | 4% | 6.4% | -12% | -7%
CC(C1CCN(Cc2cn(C)nc2-c2cccc(Cl)c2)CC1)N1CCOCC1 (stereo unspecified) | i | 10% | 1.3% | -0.4% | 0% | -5% | -1.4% | 8% | -1%
O=C1C(c2ccccc2)C(c2ccccc2)NC(c2ccccc2)C1c1ccccc1 (stereo unspecified) | i | 1% | -0.3% | -1.6% | 1% | -6% | 1.3% | -2% | -7%
COc1ccccc1NC(=O)Nc1ccccc1Br | i | 4% | -1.0% | -2.9% | 4% | -10% | -1.4% | -2% | -2%
Nc1nc(CSc2ccc(Cl)cc2)nc(N2CCCCC2)n1 | i | -6% | -0.3% | 13% | 4% | 24% | 0.1% | 7% | -18%
COc1ccc(-c2nn(-c3ccccc3)cc2/C=N/Nc2ccc(Cl)c(C(=O)O)c2)cc1OC | i | 15% | 0.1% | . | 0% | -9% | . | . | 25%
O=C1c2cccc3cc([N+](=O)[O-])cc(c23)C(=O)N1c1ccccc1O | i | -6% | -0.1% | -1.5% | -7% | 1% | 0.8% | 13% | 26%
c1ccc2c(c1)sc1nnnn12 | . | -6% | . | -3.8% | 2% | 17% | -0.7% | -6% | -7%
O=C(NCCCCc1ccccc1)c1ccccc1 | i | -2% | -0.8% | -0.9% | 3% | 4% | -1.6% | -13% | 2%
NS(=O)(=O)c1ccc(Cc2ncc(C(F)(F)F)cc2Cl)s1 | . | 3% | . | -7.2% | 0% | 6% | 1.3% | -25% | 6%
Cc1ccccc1NC(=S)N(CCCN1CCC(C)CC1)Cc1ccco1 | i | -3% | -1.8% | -1.7% | 3% | -2% | 0.2% | -6% | -2%
O=C(NNc1cc(N2CCOCC2)nc(N2CCOCC2)n1)c1ccc([N+](=O)[O-])cc1 | i | -2% | -0.9% | -12% | 15% | 7% | 0.9% | 56%* | 4%
Cc1cccc(N(C(=O)c2snc(C(N)=O)c2N)C(C)C(=O)NCC2CCCO2)c1 (stereo unspecified) | i | 11% | 0.3% | -6.8% | 6% | 7% | -0.9% | 8% | 0%
COc1cc(-c2nnc(Cn3cc(C(F)(F)F)ccc3=O)o2)cc(OC)c1OC | i | 6% | 0.1% | -2.9% | 7% | 4% | -0.9% | 1% | 12%
Cn1c(=O)cc(SCC(=O)NCc2ccco2)c2ccccc21 | i | 1% | 0.6% | -4.6% | 1% | 8% | -1.3% | -7% | -4%
Cn1nc(CC(=O)NCc2ccc(C(F)(F)F)cc2)c2ccccc2c1=O | i | 2% | -1.5% | -4.4% | 1% | -5% | 1.0% | 14% | -18%
Cc1nc2cc(NC(=O)N3CCN(c4ccccn4)CC3)ccc2o1 | i | 12% | -0.3% | -1.9% | -1% | 30% | 1.5% | 4% | 2%
CC(NC(=O)C1CCC1)c1ccc2c(c1)OCO2 (stereo unspecified) | i | 12% | 0.1% | 1.1% | -5% | -6% | -0.8% | -3% | -2%
Cc1ccc(CNC(C)c2ccccc2)cc1 (stereo unspecified) | i | 4% | 0.1% | -2.0% | 6% | -2% | -1.0% | -1% | 12%
COc1ccccc1NC(=O)c1ccc(CSc2ncccn2)cc1 | i | -1% | 0.8% | 2.6% | 2% | 8% | 17% | -2% | -4%
O=C(c1c(Cl)nc2sccn12)N1CCN(c2cccc(Cl)c2)CC1 | i | 3% | 0.3% | -7.6% | 2% | 8% | -0.8% | 6% | 0%
O=C(CSc1nnnn1-c1ccccc1)NCc1ccco1 | i | 3% | 0.0% | -1.8% | 22% | 5% | 1.6% | -30% | 17%
CCC(CC)NC(=O)COC(=O)CCC(=O)c1ccc(Cl)cc1 | i | -2% | -0.3% | -2.2% | -2% | 3% | -1.0% | -6% | 4%
CCCC(=O)NC(C)c1nc2ccccc2[nH]1 (stereo unspecified) | i | -1% | -0.3% | -11% | 1% | 2% | . | 23% | -8%
COc1ccc(NC(=O)COC(=O)Cc2ccccc2[N+](=O)[O-])cc1OC | i | 5% | -0.7% | -3.4% | -1% | 4% | -1.6% | 5% | -8%
COc1ccc(CCNc2nncc(=O)[nH]2)cc1OC | i | 1% | 0.1% | -8.1% | -2% | 0% | -2.3% | -4% | -9%
Brc1ccc2ncnc(NCc3ccccc3)c2c1 | i | 10% | 3.1% | -0.1% | 2% | 7% | -2.3% | 3% | -7%
COc1ccc(NC(=O)Nc2cc(C)ccc2OC(F)F)c(OC)c1 | i | -10% | -0.8% | -5.0% | 0% | 8% | . | 10% | 8%
Cc1ccc(Nc2nc(N)nc(CN3CCN(C)CC3)n2)cc1 | i | 1% | -0.1% | -1.7% | -1% | -5% | -1.0% | 5% | 14%
CC(C)(CO)CNC(=O)c1ccc(OC2CCN(C(=O)C3CC3)CC2)cc1 | i | 1% | 0.0% | -7.0% | 1% | -6% | -1.2% | -4% | 0%
COC(=O)C(NC(=O)C(NC(=O)c1ccccc1)C(C)C)C(C)C (stereo unspecified) | i | 12% | -0.3% | -7.3% | 2% | 2% | . | -1% | -2%
Cn1c(=N)n(CC(=O)c2ccc(Br)s2)c2ccccc21 | . | 2% | . | -3.4% | 3% | 39% | -2.2% | -9% | -5%
COCc1cc(C)n(CC(=O)NCc2ccccc2)c(=O)c1C#N | i | -6% | -0.4% | -5.7% | 4% | 14% | -0.1% | -7% | -15%
O=C(COC(=O)/C=C/c1cccs1)NC(c1ccccc1)c1ccccc1 | i | -4% | 1.1% | -4.3% | 12% | 1% | -2.3% | -5% | -2%
Cn1c(-c2sc3cc(C(F)(F)F)cnc3c2-c2cccnc2)n[nH]c1=S | i | 4% | 0.0% | -9.1% | 1% | -2% | -1.0% | 2% | -35%
Cc1nn(C(=O)c2cc3sccc3[nH]2)c(C)c1C | i | 7% | 2.6% | -30% | 1% | -8% | -1.2% | 12% | 11%
O=C(Nc1cccc(-c2cn3ccccc3n2)c1)c1cccc(Cl)c1 | i | 1% | 1.9% | -20% | 2% | -2% | -2.2% | 7% | -18%
COc1ccc(Cc2nc3ccc(S(=O)(=O)N4CCOCC4)cc3[nH]2)cc1 | i | 9% | 0.0% | -3.1% | 2% | 15% | 0.6% | -7% | 15%
COc1ccc(OCC(=O)Nc2ccccc2Cl)cc1 | i | 1% | -0.1% | -4.9% | 2% | 6% | 1.1% | 5% | -2%
O=C(O)c1sc2cc(C(F)(F)F)cnc2c1-c1ccccc1 | i | -3% | 0.0% | -4.0% | 6% | -25% | -3.3% | -5% | 9%
O=C(c1ccccc1)c1ccc(N2CCOCC2)c(NC(=O)c2ccco2)c1 | i | 4% | 0.4% | -4.1% | 2% | -3% | 1.1% | 5% | 0%
O=C(COC(=O)c1ccc[nH]c1=O)c1ccc(Cl)s1 | i | 1% | 0.0% | -6.9% | 0% | -6% | -0.9% | 11% | 51%
COC(=O)Nc1nnc(-c2ccncc2)s1 | i | 8% | 0.0% | -14% | -1% | 9% | 0.8% | 18% | -45%
CS(=O)(=O)N1CCN(c2ccccc2NC(=O)c2ccco2)CC1 | i | 6% | -0.2% | 9.5% | -6% | -8% | 1.5% | -2% | 4%
